BLM helicase inh = qHTS Assay for Inhibitors of Bloom's syndrome helicase (BLM); recombinant BLM DNA unwinding, fluorescence dequenching; RecQ-like DNA helicase BLM (Homo sapiens), P54132; AID 2528, 2010; 350,000 tested, 0.2% active; Potency, µM (series often up to 56.1 µM), for inactives: at the highest dose activity change, negative = inhibition, usual class: inhibitors;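 further: plate controls were vehicle for no effect and no enzyme for full effect; nearly all actives have a fitted effect of over 35% in size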
Target sequence (P54132 whole entry, looked up): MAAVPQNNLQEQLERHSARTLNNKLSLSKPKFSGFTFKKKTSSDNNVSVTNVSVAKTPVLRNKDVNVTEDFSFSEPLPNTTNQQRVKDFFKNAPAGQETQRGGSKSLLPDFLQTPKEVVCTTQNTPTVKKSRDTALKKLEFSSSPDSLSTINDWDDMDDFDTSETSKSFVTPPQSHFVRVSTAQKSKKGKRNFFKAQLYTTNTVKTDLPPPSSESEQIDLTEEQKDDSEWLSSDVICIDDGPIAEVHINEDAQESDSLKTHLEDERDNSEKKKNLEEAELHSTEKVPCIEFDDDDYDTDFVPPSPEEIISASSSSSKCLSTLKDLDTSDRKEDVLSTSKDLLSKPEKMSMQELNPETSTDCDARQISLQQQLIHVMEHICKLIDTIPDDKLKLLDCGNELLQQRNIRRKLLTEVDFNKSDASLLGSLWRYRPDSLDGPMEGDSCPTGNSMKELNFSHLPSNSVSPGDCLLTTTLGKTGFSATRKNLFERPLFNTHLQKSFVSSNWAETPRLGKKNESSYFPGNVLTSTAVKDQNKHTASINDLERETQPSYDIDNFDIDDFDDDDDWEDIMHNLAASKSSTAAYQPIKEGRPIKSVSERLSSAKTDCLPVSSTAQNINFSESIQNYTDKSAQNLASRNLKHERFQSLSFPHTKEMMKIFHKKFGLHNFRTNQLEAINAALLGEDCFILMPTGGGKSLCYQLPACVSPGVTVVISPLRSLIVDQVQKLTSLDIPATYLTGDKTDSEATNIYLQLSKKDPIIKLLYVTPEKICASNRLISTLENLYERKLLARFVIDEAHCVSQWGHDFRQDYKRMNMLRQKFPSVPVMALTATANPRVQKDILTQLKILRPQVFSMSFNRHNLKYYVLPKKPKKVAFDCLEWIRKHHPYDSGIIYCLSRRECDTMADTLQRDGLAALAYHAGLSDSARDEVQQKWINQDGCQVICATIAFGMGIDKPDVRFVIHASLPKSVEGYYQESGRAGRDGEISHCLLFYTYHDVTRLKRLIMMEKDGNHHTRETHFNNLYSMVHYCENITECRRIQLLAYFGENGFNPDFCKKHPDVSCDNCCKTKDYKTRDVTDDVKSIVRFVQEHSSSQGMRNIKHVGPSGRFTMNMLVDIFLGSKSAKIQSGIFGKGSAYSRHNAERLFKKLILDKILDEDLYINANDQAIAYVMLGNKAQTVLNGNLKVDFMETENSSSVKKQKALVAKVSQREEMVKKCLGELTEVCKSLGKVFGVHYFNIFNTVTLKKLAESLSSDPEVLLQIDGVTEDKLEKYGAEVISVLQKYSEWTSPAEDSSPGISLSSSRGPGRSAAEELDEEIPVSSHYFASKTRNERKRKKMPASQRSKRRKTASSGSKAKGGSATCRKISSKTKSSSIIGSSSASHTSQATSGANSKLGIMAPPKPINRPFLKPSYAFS
G9a inh = qHTS Assay for Inhibitors of Histone Lysine Methyltransferase G9a. Histone-lysine N-methyltransferase EHMT2 (Homo sapiens), Q96KQ7. G9a H3K9 monomethylation, AlphaScreen, 2 h. Potency, µM (series often up to 102 µM), inactives show at the top dose activity, negative = inhibition, most hits filed as inhibitors. 350,000 tested, 8.8% active. AID 504332, 2011; further: on the % scale 0 is the no-effect control and ±100 the full control effect; nearly all actives have a fitted effect of over 75% in size
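G9a (20 nM) preincubated 15 min RT with compounds, then 500 nM biotinylated H3K9 peptide and 20 uM SAM added; 2 h RT reaction. Monomethyl-H3K9 product detected by AlphaScreen with anti-H3K9me1 antibody, streptavidin donor and anti-rabbit IgG acceptor beads.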
PGK inhibitor = qHTS Assay to Find Inhibitors of Phosphoglycerate Kinase | Phosphoglycerate kinase, glycosomal (Trypanosoma brucei brucei), P07378 | PGK/GAPDH coupled, Kinase-Glo luminescence, 60 min | Potency, µM (highest dose often 57.5 µM), inactives show at the top dose activity change, negative = inhibition, hits mostly inhibitors | 380,000 tested, 0.043% active; further: on the % scale 0 is the no-effect control and ±100 the full control effect; nearly all actives have a fitted effect of over 60% in size
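Recombinant glycosomal PGK reaction used 1,3-bisphosphoglycerate generated in-well by GAPDH (100nM final) in 100mM TEA pH 7.6, 5mM MgCl2, 0.01% Tween-20. After 60 minutes at room temperature, ATP was read by Kinase-Glo Plus luminescence end-point.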
GLS inhibitor = qHTS for Inhibitors of Glutaminase (GLS); Glutaminase kidney isoform, mitochondrial (Homo sapiens), O94925; GLS enzymatic activity, qHTS titration; Potency, µM (top dose mostly 45.5 µM), for the others: at the highest dose activity change, negative = inhibition, most hits filed as inhibitors; 410,000 tested, 0.21% active; further: on the % scale 0 is the no-effect control and ±100 the full control effect
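hKGA in 45 mM KH2PO4 (pH 8.2), 0.02% Tween-20 with compound, then 1mM L-Glutamine (stock as added) plus glutamate oxidase/HRP/Amplex red coupling mix. Fluorescence read initially and after 30 min at RT; signal change reflects glutamate formation.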
BAZ2B block = qHTS Assay for Inhibitors of BAZ2B; AID 504333, 2011; Bromodomain adjacent to zinc finger domain protein 2B (Homo sapiens), Q9UIF8; Potency, µM (titrated, usually from 114 µM), without a hit: at the highest dose activity change, negative = inhibition, actives largely listed as inhibitors; AlphaScreen BAZ2B-H3K14Ac peptide displacement; 360,000 tested, 4.4% active; further: on the % scale 0 is the no-effect control and ±100 the full control effect; nearly all actives have a fitted effect of over 60% in size
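Complex of BAZ2B and biotin-H3K14Ac (50 nM apiece) forms over 30 min at RT, then faces library compounds up to 110 uM for another 30 min; AlphaScreen beads added, 20 min dark incubation, luminescence read.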
HP1b binding inh = HTS for Inhibitors of HP1-beta Chromodomain Interactions with Methylated Histone Tails; AID 540317, 2011; Chromobox protein homolog 1 (Homo sapiens), P83916; 390,000 tested, 0.56% active; Potency, µM (top dose mostly 114 µM), without a hit: at the top dose activity change, negative = inhibition, usual class: inhibitors; AlphaScreen HP1-beta / biotin-H3K9me3 peptide binding; further: nearly all actives have a fitted effect of over 70% in size; inactives centre near 23
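HP1-beta protein (50 nM final) preincubated 30 min at room temperature with biotinylated H3(1-18)K9me3 peptide (50 nM) in PBS pH 7.4, 0.01% Tween-20, then compound added for 30 min. AlphaScreen streptavidin donor/nickel chelate acceptor beads (10 ug/mL final), 30 min dark, luminescence read.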
Pin1 inhibitor = qHTS Assay to Find Inhibitors of Pin1; Pin1 FP peptide displacement, HiFluor488, 10 min; 390,000 tested, 0.009% active; Potency, µM (doses to about 115 µM), for the others: at the highest dose activity, negative = inhibition, usual class: inhibitors; AID 504891, 2011; Peptidyl-prolyl cis-trans isomerase NIMA-interacting 1 (Homo sapiens), Q13526; active means well fitted inhibition curve with a large enough effect in the polarisation, with a control signal flat, not every such curve was filed as active; inconclusive means small, poorly fitted or top-dose-only effect, or effect the other way, or a change in a side signal; inactive means no such curve, though single readings can be large or run the other way; the % refers to the polarisation; further: on the % scale 0 is the no-effect control and ±100 the full control effect
POLI inh = qHTS for Inhibitors of Polymerase Iota. DNA polymerase iota (Homo sapiens), Q9UNA4. Potency, µM (series often up to 115 µM), for inactives: at the top dose activity, negative = inhibition, usual class: inhibitors. AID 588590, 2011. Pol iota fluorescent replication assay, 10 min. 390,000 tested, 1% active
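Pol iota at 10 nM preincubated 15 min with compounds at room temperature; reaction started with fluorescent substrate, 50 nM final. Fluorescence read kinetically at 0 and 10 min; buffer-only wells as negative control.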
JMJD2A Tudor = qHTS Assay for Inhibitors of JMJD2A-Tudor Domain | AID 504339, 2011 | Lysine-specific demethylase 4A (Homo sapiens), O75164 | 390,000 tested, 4.4% active | Potency, µM (top dose mostly 114 µM), without a hit: top-dose activity change, negative = inhibition, most hits filed as inhibitors | AlphaScreen JMJD2A-Tudor / H3K4me3 peptide binding; further: on the % scale 0 is the no-effect control and ±100 the full control effect; nearly all actives have a fitted effect of over 50% in size
Active calls of the source: *; i = inactive; ? = inconclusive; / = not tested or not shown; & = joins results of further samples; [ ] = dose if it differs, or a comment. Unless noted, the call rests on the fitted dose curve; in most records, active means well fitted curve in the direction sought with a large enough effect; inconclusive means small, poorly fitted or top-dose-only effect, or another doubt; inactive means no such curve, though single readings can be large; an effect the other way counts as inactive or inconclusive. Potency means the concentration at half of the fitted maximal effect. A portion of the library, so the mix of outcomes need not match the whole.

#1 CCC(C)NC(=O)c1oc2ccc(S(=O)(=O)N3CCC4(CC3)OCCO4)cc2c1C (stereo not given)
#2 Cc1ccc(CN(C(=O)COc2ccc(Cl)c(C)c2)C2CCS(=O)(=O)C2)o1 (stereo not given)
#3 CC(=O)Nc1ccc(NS(=O)(=O)c2ccccc2)c2ccccc12
#4 O=C(CSc1ccccc1)N1CCCC(N2CCN(c3ccccc3)CC2)C1 (stereo not given)
#5 O=S(=O)(c1cccc2cccnc12)N1CCN(c2ccc(F)cc2)CC1
#6 CCOc1ccc(N2C(=O)CC(N(Cc3ccco3)C(=O)CC)C2=O)cc1 (stereo not given)
#7 CCc1ccccc1N1CC23C=CC(O2)C(C(=O)OCC(C)C)C3C1=O (stereo not given)
#8 CC(C)OC(=O)c1cc2ccccc2oc1=O
#9 COc1cccc(C(=O)Nc2nnc(-c3ccccc3)s2)c1OC
#10 O=C1S/C(=C\c2cccs2)C(=O)N1c1ccc(O)cc1
assay / entry,1,2,3,4,5,6,7,8,9,10
BLM helicase inh,-3%,2%,2%,-4%,-2%,-1%,-2%,-3%,-9%,-9%
G9a inh,0%,-44%[59 µM],9%,/,-4%,/,6%,7%[0.0925 µM],/,0%
PGK inhibitor,-9%,/,-5%,1%,-6%,0%,1%,/,-1%,/
GLS inhibitor,4%,-8%,24%,5%,1%,17%,2%,1%,1%,-15%
BAZ2B block,-1%,?,5%,?,-20%,-6%,-4%,1%,14%,2%
HP1b binding inh,19%,-15%,66%[activator],18%,77%[activator],0%,44%[activator],19%,50%[activator],19%
Pin1 inhibitor,1%,1%,-6%,-1%,3%,0%,-5%,1%,16%,0%
POLI inh,42%[activator],-9%,-1%,23%,14%,40%,19%,30%[activator],-14%,1%
JMJD2A Tudor,-6%,?,-7%,-19%,-4%,-33%,-2%,-10%,-11%,-16%

#11 Cc1ccc(OCC(=O)Nc2ccc(N3CCOCC3)cc2)cc1
#12 Cc1ccc(NC(=O)CN2CCC(C(=O)c3ccc(F)cc3)CC2)cc1
#13 Cc1[nH]n(-c2ccccc2)c(=O)c1N=Nc1ccc(F)cc1
#14 Cc1ccc(-c2nc(CS(=O)(=O)CC(=O)NC(C)CCc3ccccc3)c(C)o2)cc1 (stereo not given)
#15 Cc1c(OCc2ccccc2)c(=O)ccn1Cc1ccc(F)cc1
#16 COc1ccccc1Oc1coc2cc(O)ccc2c1=O
#17 COc1cccc(CN2CCNC(=O)C2CC(=O)NCCc2ccccn2)c1 (stereo not given)
#18 COCCn1c(SCC(=O)NCc2ccccc2)nc2ccccc21
#19 COc1cc(C2N(c3cccc(Cl)c3)C(=O)C3CCCN32)cc(OC)c1OC (stereo not given)
#20 Cc1cc(C(F)F)n2ncc(C(=O)NC3CCCCCC3)c2n1
assay / entry,11,12,13,14,15,16,17,18,19,20
BLM helicase inh,-5%,-4%,-4%,-13%,-6%,4%&1%,-3%,2%,2%,0%
G9a inh,-11%[59 µM],8%[59 µM],4.5µM*,-11%[59 µM],20%,-22%,?,-10%,-5%,7%[12.7 µM]
PGK inhibitor,-3%,-1%,i,-1%,2%,11%,i,-6%,3%,0%
GLS inhibitor,33%[activator],-1%,0%,-2%,14%,6%,-3%,-14%,1%,2%
BAZ2B block,1%,11%,4.5µM*,-18%,19%,-6%,-5%,8%,2%,1%
HP1b binding inh,15%,-9%,-20%,34%,74%[activator],19%,33%,9%,34%,23%
Pin1 inhibitor,-8%,0%,5%,?,2%,-1%,?,-9%,2%,2%
POLI inh,54%[activator],5%,-9%,-1%,31%[activator],8%,14%,25%,11%,-3%
JMJD2A Tudor,-21%,-8%[57.1 µM],?,-22%,34%,-13%,-6%,-1%,-6%,4%

Compound profiles, as listed above. Values in the order: BLM helicase inh, G9a inh, PGK inhibitor, GLS inhibitor, BAZ2B block, HP1b binding inh, Pin1 inhibitor, POLI inh, JMJD2A Tudor
`Cc1cc(C(F)F)n2ncc(C(=O)NC3CCCCCC3)c2n1` is listed with 0%, 7%[12.7 µM], 0%, 2%, 1%, 23%, 2%, -3%, 4%
`COc1cc(C2N(c3cccc(Cl)c3)C(=O)C3CCCN32)cc(OC)c1OC` (stereo not given) is listed with 2%, -5%, 3%, 1%, 2%, 34%, 2%, 11%, -6%
`COCCn1c(SCC(=O)NCc2ccccc2)nc2ccccc21` is listed with 2%, -10%, -6%, -14%, 8%, 9%, -9%, 25%, -1%
`Cc1ccc(OCC(=O)Nc2ccc(N3CCOCC3)cc2)cc1` is listed with -5%, -11%[59 µM], -3%, 33%[activator], 1%, 15%, -8%, 54%[activator], -21%

Later entries.
#21 COc1ccc(OCCn2c(N)nc3ccccc32)cc1
#22 Cc1cccnc1NC(=O)c1ccc(NS(=O)(=O)c2ccc3[nH]c(=O)[nH]c3c2)cc1
#23 O=C(NCc1ccncc1)C1COc2ccccc2O1 (stereo not given)
#24 CCOC(=O)N1CCC(=NNC(=O)COc2ccc(C#N)cc2)CC1
#25 CCn1cc(C(=O)N2CCN(c3cc(Cl)ccc3C)CC2)c(=O)c2cc(S(=O)(=O)N3CCOCC3)ccc21
#26 CC(C)(C)OC(=O)N1CCC(c2c(C(=O)NCCN3CCC(Cc4ccccc4)CC3)cnn2-c2cccc(Cl)c2)CC1
#27 Cc1cc(C)cc(N(C(=O)CNC(=O)c2cccs2)C(C(=O)NC2CCCC2)c2cccnc2)c1 (stereo not given)
#28 O=c1cc(NCC2CCCO2)[nH]c(=O)n1-c1ccc(Cl)cc1 (stereo not given)
#29 CC(=O)C1(C)N(O)C(C)(C)C(c2cccs2)=[N+]1[O-] (stereo not given)
#30 CCCN(CCC)C(=O)C1CCN(c2cc(C)nc3c(-c4ccc(OC)c(OC)c4)c(C)nn23)CC1
assay / entry,21,22,23,24,25,26,27,28,29,30
BLM helicase inh,3%,/,0%,7%,-4%,-6%,0%,1%,-10%,-2%
G9a inh,1%,11%,16%[59 µM],17%,3%[59 µM],-28%[59 µM],-3%[0.0925 µM],-6%[59 µM],-28%,-14%
PGK inhibitor,-1%,17%,-2%,i,-6%,-9%,/,-9%,0%,-9%
GLS inhibitor,7%,12%,-15%,7%,1%,2%,-9%,0%,21%,-10%
BAZ2B block,-10%,11%,-3%,3%,/,-22%[57.1 µM],2%,3%,-15%,-3%
HP1b binding inh,7%,18%,29%,21%,39%[activator],8%,27%,4%,8%,11%
Pin1 inhibitor,-3%,3%,-8%,2%,-2%,-1%,1%,-5%,-4%,-1%
POLI inh,47%[activator],7%,18%,161%[activator],21%,-6%,1%,-1%,99%[activator],-17%
JMJD2A Tudor,?,-7%,3%,-6%,-23%,?,-12%,-7%,-19%,-7%

#31 O=C(CN1CCCCC1)NNc1nc(-c2ccccc2)c2cc(Br)ccc2n1
#32 CS(=O)(=O)N(CC(=O)Nc1ccccc1Sc1ccccc1)c1ccc(F)cc1
#33 COc1ccc(C(=O)C2CCCN(C(=O)c3ccc(OC)o3)C2)c(C)c1 (stereo not given)
#34 CC1CCN(C(=O)c2cccc(S(=O)(=O)N3CCN(c4ccccc4)CC3)c2)CC1
#35 CCCC#CCN1CCN(C23CC4CC(CC(C4)C2)C3)CC1
#36 Cc1ccccc1Nc1nc(N2CCOCC2)nc(N2CCOCC2)n1
#37 COc1cc(NC(=O)C(NS(=O)(=O)c2ccc3c(c2)CCCC(=O)N3)C(C)C)cc(OC)c1 (stereo not given)
#38 COc1ccc(CCN2CC(C(=O)OCC(=O)N(C)CC(=O)Nc3ccccc3Cl)CC2=O)cc1OC (stereo not given)
#39 CCn1ccnc1CN(C)C(=O)CCc1nnc(CCC2CCCCC2)o1
#40 O=C(CNC(=O)c1ccccc1F)NCCCN1CCCC1=O
#41 CCC(=O)Nc1ccc(S(=O)(=O)Nc2cccnc2)cc1
#42 CCc1ccccc1NS(=O)(=O)c1ccc2c(c1)C(C)(C)C(=O)N2C
assay / entry,31,32,33,34,35,36,37,38,39,40,41,42
BLM helicase inh,-4%,-11%,/,/,-1%,-1%,0%,/,-7%,/,0%,-1%
G9a inh,8%,3%,/,?,20%[2.33 µM],?,-3%[59 µM],/,?,3%[59 µM],22%[59 µM],/
PGK inhibitor,0%,-8%,-1%,-7%,/,i,9%,0%,-4%,6%,3%[11.5 µM],-4%
GLS inhibitor,9%,2%,7%,2%,3%,0%,7%,-4%,7%,-1%,1%,-3%
BAZ2B block,?,2%,/,-19%,-9%,-20%,-6%,/,-30%,0%,-3%,7%
HP1b binding inh,27%,16%,-30%,9%,64%[activator],52%[activator],15%,22%,?,32%,7%,45%[activator]
Pin1 inhibitor,-3%,7%,0%,-1%,1%,-3%,0%,0%,-3%,-2%,0%,-1%
POLI inh,-2%,-6%,-8%,0%,-4%,-3%,6%,?,45%[activator],12%,-17%,-4%
JMJD2A Tudor,-32%,-13%,?,-11%,-1%,-8%,-13%,-18%,?,2%,4%,-12%

Screening results deposited in PubChem BioAssay by National Center for Advancing Translational Sciences (NCATS).
